RORgamma inh: inhibitors of mouse ROR gamma transcriptional activity. Potency, µM (top dose mostly 53.6 µM), for the others: at the highest dose activity change, negative = inhibition, actives largely listed as inhibitors. Drosophila S2 Gal4-RORgamma UAS-luciferase reporter, 20 h. AID 2551. hit rate 5.4% among 310,000. P51450; note: % is set by controls: 0 for no effect and ±100 for the full control effect; nearly all actives have a fitted effect of over 60% in size
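Using a luciferase readout, inhibitors were identified by reduced reporter activity in Drosophila cells coexpressing a copper-inducible Gal4–ROR gamma fusion and UAS-driven Photinus luciferase, incubated 20 hr after 700 uM copper sulfate.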
Menin MLL FP TR: displaces Texas Red mutant MLL peptide from human menin | hit rate 0.23% among 270,000 | Menin + Texas Red MLL mutant peptide, fluorescence polarization | Potency, µM (titrated, usually from 61.6 µM), without a hit: at the highest dose FP activity change, negative = inhibition, actives largely listed as inhibitors; active = well fitted inhibition curve with a large enough effect in the polarisation, with a control signal flat, not every such curve was filed as active; inconclusive = small, poorly fitted or top-dose-only effect, or effect the other way, or a change in a side signal; inactive = no such curve, though single readings can be large or run the other way; the % refers to the polarisation; note: % of control where 0% means no effect; many of its hits are not listed in these tables
Target sequence (O00255 whole entry, looked up): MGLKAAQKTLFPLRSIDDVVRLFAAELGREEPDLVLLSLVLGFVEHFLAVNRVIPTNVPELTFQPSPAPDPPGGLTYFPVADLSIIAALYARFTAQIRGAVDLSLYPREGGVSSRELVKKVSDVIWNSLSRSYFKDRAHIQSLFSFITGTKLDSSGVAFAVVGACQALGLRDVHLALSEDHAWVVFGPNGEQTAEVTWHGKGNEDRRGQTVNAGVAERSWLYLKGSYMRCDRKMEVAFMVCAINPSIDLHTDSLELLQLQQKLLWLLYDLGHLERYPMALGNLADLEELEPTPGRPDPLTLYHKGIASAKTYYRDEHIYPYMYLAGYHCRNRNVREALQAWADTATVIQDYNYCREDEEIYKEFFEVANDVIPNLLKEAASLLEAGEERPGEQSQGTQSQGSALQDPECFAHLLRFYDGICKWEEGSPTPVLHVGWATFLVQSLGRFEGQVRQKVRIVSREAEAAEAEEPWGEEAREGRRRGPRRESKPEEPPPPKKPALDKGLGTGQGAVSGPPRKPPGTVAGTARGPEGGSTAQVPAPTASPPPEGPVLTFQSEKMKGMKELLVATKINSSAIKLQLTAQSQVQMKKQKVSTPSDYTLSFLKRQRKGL
VP16 counter: counter-screen for ROR gamma inhibitors: Gal4-VP16 reporter; Drosophila S2 Gal4-VP16 UAS-luciferase, luminescence, 20 h; Potency, µM (titrated, usually from 53.6 µM), for the others: at the highest dose activity, negative = inhibition, hits mostly inhibitors; hit rate 3.5% among 310,000;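 note: Gal4-VP16 expression switched on by copper sulfate through the metallothionein promoter; % is set by controls: 0 for no effect and ±100 for the full control effect; nearly all actives have a fitted effect of over 50% in size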
* hit, by the source's call; ? = inconclusive; & = joins results of further samples; [ ] = dose if it differs, or a comment. Unless noted, calls come from the whole dose curve; as a rule, active = well fitted curve in the direction sought with a large enough effect; inconclusive = small, poorly fitted or top-dose-only effect, or another doubt; inactive = no such curve, though single readings can be large; an effect the other way counts as inactive or inconclusive. Potency is the fitted concentration of half-maximal effect.

molecule	VP16 counter	RORgamma inh	Menin MLL FP TR
COc1ccc(O[C@H]2C=C[C@@H](c3ccccc3)O[C@H]2COC(=O)N2CCCCC2)cc1	-18%[10 µM]	?	-13%[11.7 µM]
CC1(C)C=Cc2c(cc3occ(-c4ccc5c(c4)OCO5)c(=O)c3c2O)O1	-13%	0%	18%
CCCCCC(CC)COC(=O)CC(C(=O)OCC(CC)CCCC)S(=O)(=O)O (centres undefined)	-5%	-27%	-11%
N#CCCn1c(=O)c(-c2cccs2)nc2cnc(N3CCNCC3)nc21	?	?	-3%
CSCC[C@H](NC(=O)[C@H](Cc1ccccc1)NC(=O)[C@H](Cc1cnc[nH]1)NC(=O)CNC(=O)[C@@H](NC(=O)[C@H](C)NC(=O)[C@H](Cc1c[nH]c2ccccc12)NC(=O)[C@H](CCC(N)=O)NC(=O)[C@@H]1CCCN1C(=O)[C@@H](NC(=O)[C@@H]1CCC(=O)N1)C(C)C)C(C)C)C(N)=O	13%	2%	-7%
COc1cc(C(=O)N2CCOCC2)cc(OC)c1OC	-4%&-3%	0%&-8%	-23%&-5%
CC(C)Cn1nnnc1S(=O)(=O)Cc1ccccc1	7%	14%	-13%
NCCCCCCCCCCNCCCN	10%	-5%	-4%
CN(C)c1ncc2nc(-c3ccccc3)c(=O)n(C[C@H]3CCCO3)c2n1	-5%	-17%	12%
C#C[C@]1(O)CC[C@@H]2[C@H]3CCC4=CCCC[C@@H]4[C@@H]3CC[C@@]21C	-11%[17 µM]	1%[2.98 µM]	-12%[24.8 µM]

Part of the list above, with values under each structure.
Below each compound – VP16 counter, RORgamma inh, Menin MLL FP TR
CSCC[C@H](NC(=O)[C@H](Cc1ccccc1)NC(=O)[C@H](Cc1cnc[nH]1)NC(=O)CNC(=O)[C@@H](NC(=O)[C@H](C)NC(=O)[C@H](Cc1c[nH]c2ccccc12)NC(=O)[C@H](CCC(N)=O)NC(=O)[C@@H]1CCCN1C(=O)[C@@H](NC(=O)[C@@H]1CCC(=O)N1)C(C)C)C(C)C)C(N)=O
    13%, 2%, -7%
COc1cc(C(=O)N2CCOCC2)cc(OC)c1OC
    -4%&-3%, 0%&-8%, -23%&-5%
CC(C)Cn1nnnc1S(=O)(=O)Cc1ccccc1
    7%, 14%, -13%

Going on with the list.
molecule	VP16 counter	RORgamma inh	Menin MLL FP TR
CN1CCN(c2ncc3nc(-c4ccc(Cl)cc4)c(=O)n(CCC#N)c3n2)CC1	-5%	15%	-23%
CCCCCCCCCCCCCCCCOCC(CO)OC (centres undefined)	-16%	21%	-8%
COCCn1c(=O)c(-c2cc(F)cc(F)c2)nc2cnc(Oc3ccccc3)nc21	10%	8%	1%
Cc1ccc(S(=O)(=O)N[C@H]2COC(=O)[C@@H](C)COC(=O)C/C=C\[C@H]2C)cc1	-6%[10 µM]	40%[10 µM]	-1%[11.7 µM]
CC(C)=NO[C@@H](C)CN1CCCc2nc(C)c(C)cc21	-14%[10 µM]	-8%[10 µM]	-6%[11.7 µM]
CCCCCC/C=C\CCCCCCCc1cccc(O)c1C(=O)O	6%	-1%	19%
C#CCCCO/N=C1/C[C@@H](O)[C@@H](O)[C@@H]2[C@@H]3C(=O)N([C@@H](C)c4ccccc4)C(=O)[C@H]3CC[C@@H]12	-13%[10 µM]	42%[10 µM]	11%[11.7 µM]
CCOC(=O)N/N=C1/C[C@@H](O)[C@@H](O)[C@@H]2[C@@H]3C(=O)N(Cc4ccccc4)C(=O)[C@H]3CC[C@@H]12	-4%[10 µM]	6%[10 µM]	2%[11.7 µM]
Cc1cccc(CNc2cc(-c3ccccc3CN(C)C)ncn2)c1	-7%	-25%	0%
Cc1ccccc1-c1ccc2ncnc(N(C)Cc3ccco3)c2c1	-4%	-4%	-22%
CC(C)C[C@@H](CC(=O)N[C@@H](CCCN)CC(=O)N[C@@H]1CCNC[C@H]1C(=O)N[C@H](CC(=O)N[C@@H](CCC(=O)O)CC(=O)O)CC(C)C)NC(=O)[C@@H]1CNCC[C@H]1N	1%	7%	-1%
COc1ccc(CNc2ncncc2-c2ccccc2C(F)(F)F)c(OC)c1	4%	11%	-13%
N#Cc1ccc(CN2CCCC3(CCNCC3)C2)cc1	12%	-8%	2%
COc1ccc(-n2c(=O)cnc3cnc(Oc4cccc(Cl)c4)nc32)cc1	9%	-16%	3%
COc1cc2c(cc1OC)C(C(=O)c1ccc(OC)c(OC)c1O)=NCC2	-9%	0%	-23%
Cc1noc(C)c1-c1nccc(N2CCN(C)CC2)n1	4%	-16%	18%
CC(=O)NCCNc1ncncc1-c1ccc(N(C)C)cc1	-19%	?	-13%
COc1ccc(-n2c(=O)cnc3cnc(OC)nc32)cc1	5%	6%	-8%
COC(=O)[C@@H]1C2CC3c4[nH]c5cc(OC)ccc5c4CCN3CC2C[C@H](OC(=O)c2cc(OC)c(OC)c(OC)c2)C1OC (some centres undefined)	2%	19%	-19%
COc1cccc(-c2cc(=O)c3cc(NC(=O)c4ccc(C)cc4)ccc3[nH]2)c1	-20%	-25%	?
O=c1c(O)c(-c2ccccc2)oc2cc(O)ccc12	1%	-37%	?
Cc1nc2cnc(N(C)C)nc2n(Cc2cccs2)c1=O	-2%	0%	4%
CN(Cc1ccco1)c1nc(-c2cccc(C#N)c2)nc2ccccc12	0%	10%	18%
COc1ccc(C(=O)N2CCC3(CCCN(Cc4ccccc4OC)C3)CC2)cc1	-6%	-12%	3%
CN(C)C(=O)c1ccc(-c2ccc3ncnc(N(C)C)c3c2)cc1	3%	12%	-14%
CCNc1ncc2nc(C)c(=O)n(Cc3ccc(F)cc3)c2n1	3%	-23%	4%
COc1ccc(Oc2ncc3nc(-c4ccc(OC)cc4)c(=O)n(C)c3n2)cc1	7%	11%	-2%
COC(=O)[C@H](Cc1ccccc1)NC(=O)O[C@@H]1C(=O)c2ccc(OC)cc2O[C@H]1c1ccc2c(c1)OCO2	1%	-12%	-9%
C=C1C2=CC(=O)OC(c3ccoc3)[C@]2(C)CCC1[C@]1(C)C=CC(=O)C(C)(C)C1CC(=O)OC (some centres undefined)	-7%	34%	-16%
COC1C(O)COC1/C=C/c1ccccc1 (centres undefined)	-1%[10 µM]	-3%[10 µM]	-1%[11.7 µM]
CC(=O)N1CCC[C@@]2(CCN(c3ccncc3)C2)C1	-11%	-10%	3%
COc1ccccc1CNc1nc(-c2ccoc2)nc2ccccc12	?	?	7%
O=C1CCCC=C1[C@H](O)CCCCBr	12%[10 µM]	-4%[10 µM]	-4%[11.7 µM]
CC1(C)CC23C(=O)CCC(O)C2(C)CCC13 (centres undefined)	-1%	-15%	?
N#Cc1cccc(NC(=O)N2CC[C@@]3(CCCNC3)C2)c1	4%	-12%	-7%
CN1CCN(c2ncc3nc(-c4cn(C)c5ccccc45)c(=O)n(CCC#N)c3n2)CC1	?	-33%	-3%
COc1ccc(-c2nnc3n2N=C(c2ccc(OC)cc2OC)CS3)cc1	-12%	?	-6%
COc1ccc(C(=O)N2CCC[C@@]3(CCN(Cc4cc(C(F)(F)F)cc(C(F)(F)F)c4)C3)C2)cc1	-3%	27%	-8%
CC(C)=CCC1=C(O)c2ccccc2C(=O)C1=O	?	?	?
CC(N)C(O)c1cccc(O)c1 (centres undefined)	3%	9%	1%
CC(=O)N1CCC[C@@]2(CCN(C(=O)Nc3cccc(C#N)c3)C2)C1	-3%	7%	15%
COc1ccc(O[C@H]2C=C[C@@H](c3ccccc3)O[C@H]2COC(=O)CC/C(C)=N/OCC[C@@H]2C=C[C@H](OC(C)=O)[C@H](COC(C)=O)O2)cc1	-4%[10 µM]	8%[10 µM]	-25%[11.7 µM]
C#C[C@]1(O)CC[C@H]2[C@H]3CCc4cc(O)ccc4[C@@H]3CC[C@@]21C	3%	-1%	4%
Cc1cn2c(=O)c3ccccc3nc2n2c(=O)c3ccccc3nc12	-4%	-13%	-12%
COCCn1c(=O)c(-c2ccc(Cl)cc2)nc2cnc(N3CCNCC3)nc21	-16%	-27%	6%
O=C1C(=O)N(Cc2ccc(Cl)c(Cl)c2)c2ccccc21	?	?	-1%[24.8 µM]
CN1CCN(c2ncc3nc(-c4cccs4)c(=O)n(Cc4ccc(F)cc4)c3n2)CC1	-7%	-45%	-9%
CN(C)c1ncnc2ccc(-c3cccc(C#N)c3)cc12	-4%	0%	-5%
CN(C)Cc1ccccc1-c1cncnc1NCc1cccs1	0%	1%	-13%
OC[C@@H](O)C(O[C@@H]1O[C@@H](CO)[C@H](O)[C@H](O)[C@H]1O)[C@H](O)[C@@H](O)CO (some centres undefined)	7%	-19%[10 µM]	-3%

(listing goes on)
molecule	VP16 counter	RORgamma inh	Menin MLL FP TR
O=C(c1csnn1)N1CCC2(CC1)CN(c1ncccn1)C2	4%	-2%	21%
C[C@@](O)(/C=C/[C@H]1CC=CC(=O)O1)[C@@H](C[C@@H](O)\C=C/C=C\C=C\CO)OP(=O)(O)O	-8%[10 µM]	-29%[10 µM]	0%[11.7 µM]
O=C1C2=CC[C@H]3C(=O)N(C[C@@H]4CCCO4)C(=O)[C@@H]3[C@@H]2[C@H](O)[C@@H]2O[C@H]12	?	?	11%[11.7 µM]
CC[C@H](C)[C@H](NC(=O)CNC(=O)[C@H](CCCNC(=N)N)NC(=O)[C@H](CO)NC(=O)[C@H](C)NC(=O)[C@H](Cc1ccc(O)cc1)NC(=O)[C@H](Cc1c[nH]c2ccccc12)NC(=O)[C@H](C)NC(=O)[C@@H]1CCCN1C(=O)[C@H](CC(N)=O)NC(=O)[C@@H](NC(=O)[C@H](CC(=O)O)NC(=O)[C@@H]1CCCN1C(=O)[C@@H](N)[C@@H](C)O)[C@@H](C)CC)C(=O)N[C@@H](CCCNC(=N)N)C(=O)N1CCC[C@H]1C(=O)N[C@H](C(=O)NCC(=O)N[C@@H](CCCNC(=N)N)C(=O)N[C@@H](Cc1ccccc1)C(N)=O)C(C)C	5%	12%	10%
NCCNS(=O)(=O)c1cccc2cnccc12	-10%&-2%	?	34%&5%[activator]
CC/C=C\C/C=C\C/C=C\C/C=C\C/C=C\C/C=C\CCC(=O)NCCO	3%	-25%	-8%
O=C(Cc1cccs1)NC1C(=O)N2C(C(=O)[O-])=C(C[n+]3ccccc3)CSC12 (centres undefined)	2%	6%	37%[activator]
COc1ccc(NC(=O)N2CCCC3(CCN(C(=O)c4ccc(OC)cc4)CC3)C2)cc1	5%	12%	1%
COCC(=O)N1CCC2(CCN(Cc3ccc(C#N)cc3)CC2)CC1	-4%	11%	8%
C[C@@H]1CC[C@@]2(OC1)OC1CC3C4CC=C5CC(O)CCC5(C)C4CCC3(C)C1[C@@H]2C (some centres undefined)	1%	0%	-11%
CC(C)C[C@H](NC(=O)[C@H](CCCCN)NC(=O)[C@H](CCC(N)=O)NC(=O)[C@H](Cc1cnc[nH]1)NC(=O)[C@H](Cc1cnc[nH]1)NC(=O)[C@@H](N)C(C)C)C(=O)N[C@H](C(=O)N[C@@H](Cc1ccccc1)C(=O)N[C@@H](Cc1ccccc1)C(=O)N[C@@H](C)C(=O)N[C@@H](CCC(=O)O)C(=O)N[C@@H](CC(=O)O)C(=O)N[C@H](C(=O)NCC(=O)N[C@@H](CO)C(=O)N[C@@H](CC(N)=O)C(=O)N[C@@H](CCCCN)C(=O)O)C(C)C)C(C)C	-4%	2%	9%
CC(C)NC[C@@H](O)COc1ccc(COCCOC(C)C)cc1	6%	15%	6%&-7%[24.8 µM]
CC(C)(C)NC(=O)[C@@H]1CC[C@@H]2[C@@H]3CC[C@@H]4NC(=O)C=C[C@@]4(C)[C@H]3CC[C@]21C	-20%[17 µM]	-30%[2.98 µM]	1%[24.8 µM]
Cc1ccccc1-c1nccc(NCCN2CCOCC2)n1	5%	2%	-3%
C[C@H](CCC(=O)O)[C@H]1CC[C@@H]2[C@H]3CC[C@H]4C[C@H](O)CC[C@]4(C)[C@@H]3CC[C@@]21C	-10%	16%	6%[24.8 µM]
O=C(c1ccco1)N1CCC2(CC1)CN(C(c1ccccc1)c1ccccc1)C2	-12%	?	-17%
C[C@H](N)C(=O)N[C@@H](C)P(=O)(O)O	-1%	0%	7%
CC(N)=NCc1cccc(CN)c1	3%&-1%	15%&1%	7%
COc1ccc(-n2c(=O)c(-c3cc(F)cc(F)c3)nc3cncnc32)cc1	-1%	-30%	-1%
CCCCCCCC#Cc1ccccc1C(NC(=O)OC)C(C(=O)OC)C(=O)OC (centres undefined)	13%[10 µM]	-4%[10 µM]	-5%[11.7 µM]

High-throughput results: PubChem BioAssay, National Center for Advancing Translational Sciences (NCATS)

The list is partial. The share of hits here may be higher or lower than overall.
